# D2 antag: antagonizes the human D2 dopamine receptor. HEK293 TREx D2 cells, calcium flux, dopamine EC80. inhibition, % at 10 µM. actives 2% (n = 340,000). AID 485344; in the data active means inhibition above about 30%; further: 0% is about no effect
# Target sequence (P14416 whole entry, looked up): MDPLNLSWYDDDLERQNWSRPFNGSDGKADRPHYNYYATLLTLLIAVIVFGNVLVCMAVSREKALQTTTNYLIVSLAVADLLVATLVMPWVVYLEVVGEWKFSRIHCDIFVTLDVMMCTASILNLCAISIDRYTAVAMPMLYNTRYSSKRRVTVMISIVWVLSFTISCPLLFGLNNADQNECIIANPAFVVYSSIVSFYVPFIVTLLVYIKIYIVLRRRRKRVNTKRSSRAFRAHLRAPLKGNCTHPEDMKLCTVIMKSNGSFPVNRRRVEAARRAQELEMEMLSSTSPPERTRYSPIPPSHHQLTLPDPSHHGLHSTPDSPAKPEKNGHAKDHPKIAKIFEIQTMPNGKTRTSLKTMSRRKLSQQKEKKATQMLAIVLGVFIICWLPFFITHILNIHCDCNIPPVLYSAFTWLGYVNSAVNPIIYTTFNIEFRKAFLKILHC
#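 HEK293 T-REx D2 cells, tet-induced, calcium dye no-wash. Cpd pintool add, 180 s kinetic, then EC80 DA, 180 s kinetic. Ca flux read.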
# TRHR ag: agonists of human TRH receptor. TRHR cells, calcium flux fluo-8, FDSS agonist mode. activation, % at 2 µM. actives 0.18% (n = 360,000). AID 493084; in the data active means activation above about 30%; further: 0% is about no effect
# Target sequence (P34981 whole entry, looked up): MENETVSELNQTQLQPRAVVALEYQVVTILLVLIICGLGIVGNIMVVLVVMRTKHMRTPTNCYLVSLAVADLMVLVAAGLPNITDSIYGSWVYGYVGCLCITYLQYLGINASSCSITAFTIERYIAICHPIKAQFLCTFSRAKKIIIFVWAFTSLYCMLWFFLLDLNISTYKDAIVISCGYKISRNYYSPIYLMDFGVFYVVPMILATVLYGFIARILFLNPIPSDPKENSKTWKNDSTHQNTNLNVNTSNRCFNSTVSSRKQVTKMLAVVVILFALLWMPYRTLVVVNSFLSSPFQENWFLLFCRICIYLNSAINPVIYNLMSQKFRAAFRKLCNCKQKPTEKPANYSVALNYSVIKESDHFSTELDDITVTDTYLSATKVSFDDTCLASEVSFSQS
#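 Read-out: compound-evoked intracellular calcium rise in TRHR cells, fluo-8 dye, kinetic FDSS fluorescence at 1 s/cycle following a 10-cycle baseline. Cells cultured overnight before dye loading (30 min–1.5 h, RT).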
# TRHR PAM: allosteric enhancers of human TRH receptor. P34981. TRHR cells, fluo-8 calcium fluorescence, EC20 TRH enhancement. enhancement, % at 2 µM. actives 0.66% (n = 360,000). AID 493056; in the data active means enhancement above about 30%; further: 0% is about no effect
#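 Enhancer read-out: after compound pinning and an initial kinetic agonist-mode read, an EC20 of TRH (10 nM final) was injected and fluo-8 calcium signal (Ex 480/Em 530) followed at 1 s/cycle for 100 cycles in TRHR-expressing cells.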
# USP1 inh: blocks the human USP1/UAF1 deubiquitinase complex; AID 743255; actives 0.23% (n = 390,000); recombinant USP1/UAF1, Ub-Rhodamine cleavage fluorescence; Potency, µM (titrated, usually from 57.1 µM), for inactives: at the top dose activity change, negative = inhibition, hits mostly inhibitors; O94782; further: potency means the concentration at half of the fitted maximal effect; on the % scale 0 is the no-effect control and ±100 the full control effect; nearly all actives have a fitted effect of over 60% in size; inactives centre near -12
#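 1 nM enzyme complex + cpd, 15 min RT; start with Ub-Rho 150nM final; kinetic fluorescence ex 480/em 540, 6 reads q60 s. Buffer 50mM HEPES pH 7.8, 0.5mM EDTA, 0.1 mg/ml BSA, 1mM TCEP, 0.01% Tween-20.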
# TrxR1 substrate: is turned over as a substrate by rat TrxR1 | O89049 | purified TrxR1 substrate turnover, NADPH consumption readout | Potency, µM (highest dose often 114 µM), for inactives: top-dose activity change, negative = substrate turnover | actives 0.01% (n = 390,000); further: potency means the concentration at half of the fitted maximal effect; on the % scale 0 is the no-effect control and ±100 the full control effect; nearly all actives have a fitted effect of over 50% in size
#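 Rat TrxR1, dispensed at 90 nM, was prereduced with 400 uM NADPH (final) for 5 min at ~22 deg C, then incubated with compound 15 min before 400 uM selenite. A first-read NADPH fluorescence drop versus no-compound background flagged substrates.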
# D2 ag: D2 dopamine receptor (human) agonism. P14416. activation, % at 2 µM. HEK293 T-REx D2 cells, calcium flux agonist mode. actives 0.53% (n = 340,000);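 active means activation over 3 SD above normal in the single-dose calcium agonist read, cut at about 30% in these data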; further: 0% is about no effect
#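 Tetracycline-induced HEK293 T-REx cells with force-coupled D2 receptor, plated overnight at 30 C, loaded with no-wash calcium dye. After a 10 s baseline, compound was pin-added and calcium flux read kinetically for 180 s; calcium rises flagged agonists.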
# Pin1 inhibitor: blocks the human prolyl isomerase Pin1 | actives 0.009% (n = 390,000) | Potency, µM (titrated, usually from 115 µM), for inactives: at the highest dose activity, negative = inhibition, usual class: inhibitors | AID 504891 | Q13526 | Pin1 FP peptide displacement, HiFluor488, 10 min; active means well fitted inhibition curve with a large enough effect in the polarisation, with a control signal flat, not every such curve was filed as active; inconclusive means small, poorly fitted or top-dose-only effect, or effect the other way, or a change in a side signal; inactive means no such curve, though single readings can be large or run the other way; the % refers to the polarisation; further: potency means the concentration at half of the fitted maximal effect; on the % scale 0 is the no-effect control and ±100 the full control effect
# Target sequence (Q13526 whole entry, looked up): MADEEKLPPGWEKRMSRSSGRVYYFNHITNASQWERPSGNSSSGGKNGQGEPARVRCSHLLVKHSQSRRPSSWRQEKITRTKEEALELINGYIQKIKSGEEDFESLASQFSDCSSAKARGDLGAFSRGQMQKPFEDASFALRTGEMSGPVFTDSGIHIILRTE
# rTrxR1 inhibitor: blocks rat thioredoxin reductase 1. O89049. recombinant rTrxR1, NADPH fluorescence consumption, selenite substrate. Potency, µM (titrated, usually from 114 µM), without a hit: at the top dose activity change, negative = inhibition, most hits filed as inhibitors. actives 1% (n = 390,000). AID 588453; further: potency means the concentration at half of the fitted maximal effect; on the % scale 0 is the no-effect control and ±100 the full control effect; nearly all actives have a fitted effect of over 65% in size
#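 Rat TrxR1 (90 nM in the dispensed reagent) was pre-reduced with 400 uM NADPH for 5 min at room temperature, then incubated with compound for 15 min. After 400 uM selenite was added, NADPH fluorescence (Ex 340/Em 450 nm) was followed for 8 min.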
# mIDH1 inhibitor: inhibitors of human mutant IDH1 R132H; O75874; IDH1-R132H enzyme, NADPH consumption, diaphorase/resazurin fluorescence; Potency, µM (titrated, usually from 76.6 µM), for inactives: top-dose activity change, negative = inhibition, actives largely listed as inhibitors; actives 0.093% (n = 390,000); AID 602179; further: potency means the concentration at half of the fitted maximal effect; on the % scale 0 is the no-effect control and ±100 the full control effect; nearly all actives have a fitted effect of over 65% in size
#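 IDH1-R132H (0.5 ug/mL) preincubated 30 min with compound, then NADPH (0.016 mM) and alpha-KG (2 mM) added; 80 min at RT, pH 7.5. Remaining NADPH coupled via diaphorase/resazurin to fluorescence (540/590 nm); concentration-response curves normalized to no-enzyme control.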
# The depositor's hits bear a star; u = inconclusive; x = not tested or not shown; & = joins results of further samples; [ ] = dose if it differs, or a comment. Unless noted, the call rests on the fitted dose curve; in most records, active means well fitted inhibition curve with a large enough effect; inconclusive means small, poorly fitted or top-dose-only effect; inactive means no such curve, though single readings can be large or run the other way. Not all compounds are listed; count on the stated rates, not on these rows.
# The opening 2 entries, to show the layout:
SMILES,D2 antag,TRHR ag,TRHR PAM,USP1 inh,TrxR1 substrate,D2 ag,Pin1 inhibitor,rTrxR1 inhibitor,mIDH1 inhibitor
Cc1oc(-c2cccc(Cl)c2)nc1CN1CCCC(C(=O)NCc2ccc(F)cc2)C1 (stereo not drawn),x,0.3,-3,-12%,-6%,0.8,-3%,17%,0%
COc1cc(C)ccc1OCCOCCOc1ccc([N+](=O)[O-])cc1,-5,0.1,-1,-6%,-14%,-0.1,2%,-13%,5%

# Main list, repeating the preview:
SMILES,D2 antag,TRHR ag,TRHR PAM,USP1 inh,TrxR1 substrate,D2 ag,Pin1 inhibitor,rTrxR1 inhibitor,mIDH1 inhibitor
Cc1oc(-c2cccc(Cl)c2)nc1CN1CCCC(C(=O)NCc2ccc(F)cc2)C1 (stereo not drawn),x,0.3,-3,-12%,-6%,0.8,-3%,17%,0%
COc1cc(C)ccc1OCCOCCOc1ccc([N+](=O)[O-])cc1,-5,0.1,-1,-6%,-14%,-0.1,2%,-13%,5%
COc1ccc(CNC(=O)c2cnn3c(C)c(Cc4c(F)cccc4Cl)c(C)nc23)cc1,x,0.5,0,-16%,19%[57.1 µM],0.0,20%,36%[activator][57.1 µM],3%
Cc1cc(S(=O)(=O)Nc2ccc3c(c2)COC3=O)ccc1F,4,-3.1,5,-6%,-10%[57.1 µM],-0.5,6%,28%[57.1 µM],6%
Cc1ccc(CNS(=O)(=O)c2ccc3c(c2)NC(=O)CO3)cc1,2,0.4,21,-13%,4%,0.7,0%,6%,13%
Cc1cc(C)cc(SCc2noc(C(=O)NCCN(C)C)c2C(=O)NCCN(C)C)c1,x,x,x,0%,-1%,x,-1%,12%,-10%
COCCn1c(CCC(=O)Nc2cc(C)ccc2C)nc2cccnc21,x,-1.9,3,-12%,1%,-1.2,-11%,-16%,6%
Cc1ccccc1N/C(SCc1cccc(Br)c1)=C(/C#N)C(N)=O,19,0.5,-3,-18%,2%[57.1 µM],0.9,-3%,14%,23%
CCc1cc(C(=O)NNC(=S)Nc2ccccc2C)cs1,x,-0.7,9,-16%,0%,-0.6,3%,-9%,3%
COc1cc(C(=O)NC2(C(F)(F)F)NC(=O)N(CCCc3ccccc3)C2=O)cc(OC)c1OC (stereo not drawn),5,0.8,9,-23%,-1%[57.1 µM],-0.2,-6%,-6%[57.1 µM],4%
COc1cc(C2C=C(C34CC5CC(CC(C5)C3)C4)NC(=S)N2)cc(OC)c1OC (stereo not drawn),-15,-0.8,-6,-13%,1%[11.4 µM],0.9,-9%,18%[11.4 µM],-5%
CCCc1cc(C(=O)N2CCCC(N3CCN(c4ccc(F)cc4)CC3)C2)no1 (stereo not drawn),7,-1.0,2,-22%,-7%,-0.1,-9%,-4%,0%
O=C(NCc1nc(-c2ccccc2)no1)c1ccc2c(c1)OCO2,8,-0.2,6,1%,8%,-0.6,-3%,23%,-4%
CCOC(=O)C1(CCCc2ccccc2)CCN(C(=O)c2cnc(C)cn2)CC1,-10,-5.1,2,-9%,-9%,-4.7,0%,2%,-7%
O=C(Nc1ccnc(-c2cccnc2)n1)c1ccc(F)cc1,8,0.3,4,x,x,-0.8,x,x,x
Cc1cc(C)n2nc(-c3ccc(Cl)cc3)cc2n1,18,0.3,4,-3%,18%,0.6,2%,12%,2%
CC(=O)c1nn(-c2cccc(C(F)(F)F)c2)c(=O)[nH]c1=O,0,-0.4,10,-3%,-13%,-0.9,1%,18%[57.1 µM],3%
CC(C)(C#N)NC(=O)c1ccco1,21,0.6,15,13%,-5%,-0.3,1%,-7%,5%
O=C(Nc1ccc(S(=O)(=O)NCc2cccnc2)cc1)c1ccco1,-10,-0.2,-4,-11%,3%[57.1 µM],0.7,-7%,16%[57.1 µM],5%
CCCCCC[n+]1c(-c2ccc(Cl)cc2Cl)csc1Nc1ccccc1,2,-0.1,22,-5%,7%,-0.2,3%,16%[57.1 µM],-9%
Cc1ccc(SCCNC(=O)c2ccc(C)c(S(=O)(=O)Nc3cccc(C)c3)c2)cc1,-17,-0.1,-4,-12%,-9%,-0.2,18%,8%,2%
COc1ccc(NC(=O)CN2C(=O)NC(C)(c3ccc4c(c3)OCO4)C2=O)cc1S(N)(=O)=O (stereo not drawn),x,x,x,-23%,13%[57.1 µM],x,12%,12%[57.1 µM],5%
Cc1cc(NC(=O)CSCc2ccccc2C)no1,12,0.2,-2,-12%,10%[11.4 µM],-2.9,-18%,28%[11.4 µM],2%
CN=Cc1sc2ccccc2c1O,x,0.5,1,-19%,6%,x,0%,20%,-2%
O=c1c(Cl)c(N2CCOCC2)cnn1-c1nc2ccccc2[nH]1,1,0.9,-4,-15%,-11%,-0.1,0%,-12%,15%

# Further entries
SMILES,D2 antag,TRHR ag,TRHR PAM,USP1 inh,TrxR1 substrate,D2 ag,Pin1 inhibitor,rTrxR1 inhibitor,mIDH1 inhibitor
CCOC(=O)C1CN(S(C)(=O)=O)c2cc(CC(=O)OC)ccc2O1 (stereo not drawn),-8,-1.1,6,-12%,4%[57.1 µM],-1.7,0%,20%[57.1 µM],-4%
O=C(O)c1ccccc1CSC1=NCCS1,-5,0.1,1,-4%,3%,-0.1,-9%,33%,3%
COc1ccc(-c2csc3ncnc(Nc4ccc(OC)c(OC)c4)c23)cc1,x,-0.7,-2,-13%,1%[57.1 µM],0.2,-9%,13%[57.1 µM],25%
CCOc1ccccc1NC(=O)C(=O)N/N=C/c1cc(Br)ccc1O,-18,3.0,3,-16%,-11%,1.8,1%,-9%,-1%
COCCN(C(=O)CC1CCCC1)c1c(N)n(CC(C)C)c(=O)[nH]c1=O,-14,-1.2,8,-19%,-8%,0.3,0%,-8%,2%
CSc1ccc(CCNC(=O)c2c(C)oc3ncn(C)c(=O)c23)cc1,x,-1.4,14,-13%,6%,-0.6,7%,20%,-5%
Cc1nc2ccccc2c(=O)n1NC(=O)/C=C/c1ccccc1,0,0.1,2,-13%,-8%,0.9,-3%,-3%,8%
Cc1cc(C)cc(NC(=O)c2cc(S(=O)(=O)NCCC3=CCCCC3)ccc2F)c1,x,0.8,5,10%,-1%[57.1 µM],1.0,u,7%[57.1 µM],-5%
COc1ccc(-n2ccnc2SCC(=O)Nc2cccc(OC)c2)cc1,x,0.1,1,-17%,-5%[57.1 µM],0.2,5%,2%[57.1 µM],-12%
CSc1ccc(CNCCN2CCOCC2)cc1,-3,0.5,16,-17%,-6%,-0.4,-5%,11%,-11%
CC(=O)c1c(C)[nH]c(C(=O)OCC(=O)NNC(=O)c2ccc([N+](=O)[O-])cc2)c1C,x,x,x,-11%,-3%,x,-5%,0%,-6%
O=C1CCCC/C1=C/NCc1ccccc1,-5,-0.3,6,-5%,-7%,-0.2,-4%,7%[57.1 µM],2%
CCOc1ccc(-c2csc(-c3c(N)c(C(=O)c4ccc5c(c4)OCO5)n4ccccc34)n2)cc1,x,-2.2,9,-18%,4%,-1.2,u,17%,x
COc1cccc(-c2csc(N3CCN(C(=S)Nc4cccc(Cl)c4)CC3)n2)c1,1,1.3,0,-18%,2%,0.8,u,-12%,4%
COc1ccc(S(=O)(=O)N2CCOC23CCN(S(=O)(=O)c2cccs2)CC3)cc1,17,1.4,-20,-18%,-2%,1.4,12%,-4%,10%
Cc1nn(CCCC(=O)NCc2ccc(Cl)cc2)c(C)c1[N+](=O)[O-],x,-0.2,0,-9%,0%,x,-11%,11%,0%
COc1ccccc1N(C)S(=O)(=O)c1ccc(C(=O)Nc2ccncc2)cc1,5,1.2,-2,-15%,3%,0.2,-4%,7%,1%
Cc1cccc(Cn2cc3c(=O)n(Cc4cccc(F)c4)nc-3c3ccccc32)c1,-18,0.2,-1,-16%,6%[57.1 µM],1.4,9%,19%[57.1 µM],4%
CN(C)/C=N/C1=C(C#N)C(c2ccc(Br)cc2)c2ccc3ccccc3c2O1 (stereo not drawn),5,-0.4,1,-23%,-1%,-2.6,3%,10%[57.1 µM],0%
CSCC[C@H](NC(=O)[C@@H]1Cc2ccccc2CN1)C(=O)Nc1cccc(C)c1,4,-1.9,-1,-8%,1%,-0.2,-2%,24%,-1%
O=C(Oc1ccnc2cc(Cl)ccc12)N1CCCCCC1,2,-1.2,3,-23%,2%,0.4,9%,1%,11%
COCCNC(=O)C(=O)NNS(=O)(=O)c1ccc2ccccc2c1,12,1.4,-4,-3%,7%[57.1 µM],0.6,-7%,20%[57.1 µM],5%
CCCOc1ccc(/C=N/NC(=O)c2nnn(-c3nonc3N)c2-c2cccs2)cc1OC,-64,0.1,5,-23%,56%[activator],-0.4,42%[activator],84%[activator],-7%
Cc1ccc(NC(CC(=O)c2ccccc2)C(=O)O)cc1Cl (stereo not drawn),-17,-2.0,0,-5%,-3%,-0.6,17%,-35%,0%
O=C(NC(=S)Nc1ccc2c(c1)OCCO2)c1ccccc1,-9,2.3,19,-10%,0%,0.8,-2%,7.1µM*,3%

# (cont.)
SMILES,D2 antag,TRHR ag,TRHR PAM,USP1 inh,TrxR1 substrate,D2 ag,Pin1 inhibitor,rTrxR1 inhibitor,mIDH1 inhibitor
NC(=O)Cn1c2[n+](c3ccccc31)CC(O)CS2 (stereo not drawn),4,0.4,0,-19%,-6%,-0.2,-7%,-9%,4%
CCC(c1nnnn1Cc1ccco1)N1CCC(C(N)=O)CC1 (stereo not drawn),-1,0.8,5,-10%,-5%,-0.7,-1%,-28%,-1%
CCCC(C)C(=O)Nc1ccc(NC(C)=O)cc1 (stereo not drawn),1,-0.2,-10,-15%,9%[57.1 µM],-0.1,0%,24%[57.1 µM],5%
CCOc1ccc(C(=O)NCCCN(CC)CC)cc1,-7,0.2,1,-14%,8%,0.8,-6%,7%,1%
Cc1ccc(S(=O)(=O)N2CCCN(S(=O)(=O)c3ccc4c(c3)OCCO4)CC2)cc1,8,2.4,-6,0%,2%[0.0914 µM],0.5,3%&9%,12%&15%,3%
CCOC(=O)CNC(=O)CNC(=O)c1ccc(OC(C)C)cc1,-21,0.5,0,-2%,-2%,0.8,18%,6%,-1%
